From PubChem BioAssay
E-selectin induc – E-selectin induction on HUVECs. P16581. HUVEC E-selectin immunofluorescence imaging; normalized: neutral wells 0, TNF-alpha wells 100. activation, % at 7.58 µM. 260,000 compounds, 0.37% hits. AID 686992;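 active = mean E-selectin-positive cell signal at least 10% of the positive control, reached in at least 60% of replicates, without over 20% cell loss; inconclusive = no rule given, readout overlaps actives, possibly toxicity-flagged; inactive = the rest, including those meeting only one limit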;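 also: in these data hits start at about 27%; measured in HUVEC primary endothelial cells; signal is the percent of cells scored E-selectin positive by PE staining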
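Test system – human umbilical vein endothelial cells (HUVEC), E-selectin induction · Input – 3,000 HUVEC seeded per well · Buffer or medium – EGM-2, gelatin · Compound dosing – single-point compound dose · Detection – immunofluorescence imaging · Measure – percent E-selectin-positive cells · Controls – TNF-alpha high, DMSO low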
SIRT5 inh – inhibitors of human sirtuin-5 desuccinylase | Purified SirT5, succinyl-peptide AMC, trypsin-coupled fluorescence | inhibition, % at 15 µM | 330,000 compounds, 1.1% hits | AID 652115; in the data active = inhibition above about 15%; inconclusive = no clear call, values can overlap the other calls
Target sequence (Q9NXA8 whole entry, looked up): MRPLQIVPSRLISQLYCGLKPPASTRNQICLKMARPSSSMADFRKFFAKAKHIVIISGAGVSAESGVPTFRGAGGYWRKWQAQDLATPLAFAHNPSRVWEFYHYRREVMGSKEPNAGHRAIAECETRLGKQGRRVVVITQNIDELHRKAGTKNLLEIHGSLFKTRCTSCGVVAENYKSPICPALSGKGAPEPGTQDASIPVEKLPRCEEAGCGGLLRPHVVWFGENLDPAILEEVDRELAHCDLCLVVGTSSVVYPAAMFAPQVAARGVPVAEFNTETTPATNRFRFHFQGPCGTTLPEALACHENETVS
PglD DTNB – blocks C. jejuni PglD acetyltransferase activity; purified PglD enzyme, DTNB colorimetric CoA detection; inhibition, % at 12.5 µM; 360,000 compounds, 0.098% hits; in the data active = inhibition above about 16%, passing the limit was not always enough; inconclusive = no clear call, values can overlap the other calls; also: strong numbers were not always called active
C2C12 statin – protects C2C12 myotubes from simvastatin toxicity; ATP luminescence, 48 h; scaled: DMSO 0, geranylgeraniol control 100; rescue of ATP level, % at 7.49 µM; 330,000 compounds, 0.78% hits;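 active = mean ATP rescue above about 67%, or every replicate alone reaching that limit, limit read from the data, passing the limit was not always enough; inconclusive = no clear call, values can overlap the other calls; inactive = mean under the limit and some replicate under it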;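 also: myotubes were challenged with 10 µM simvastatin during compound exposure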
DENV2 CPE rescue – DENV2-induced cell death inhibition; DENV2-infected cells, cytopathic effect rescue, plate reader; CPE inhibition, % at 9.99 µM; AID 651640; 350,000 compounds, 1.7% hits; in the data active = CPE inhibition above about 20%, passing the limit was not always enough; inconclusive = no clear call, values can overlap the other calls; tested in BHK-21 cells;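 also: 0% = median of neutral control wells and 100% = median of positive control wells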
S100A4 MyoIIA – blocks human S100A4 binding to myosin IIA peptide; S100A4/TAMRA-MyoIIA peptide fluorescence polarization; inhibition, % at 10.7 µM; 360,000 compounds, 0.14% hits;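 active = mean inhibition of at least 70% across replicates, with every replicate also reaching that level; inconclusive = mean inhibition reaches 70% but some replicates fall short; inactive = mean inhibition below 70%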
Target sequence (P26447 whole entry, looked up): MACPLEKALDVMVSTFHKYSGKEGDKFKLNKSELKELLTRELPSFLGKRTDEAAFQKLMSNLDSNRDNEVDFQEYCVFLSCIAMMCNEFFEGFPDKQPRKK
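Test system – S100A4 monomer (human) · Compound – single-point compound testing · Schedule – 5 min incubation before reading · Probe or stimulus – TAMRA-labelled myosin IIA heavy-chain peptide probe, 5 nM · Benchmarks – neutral control DMSO, positive control TFP · Medium – Calcium-containing HEPES buffer, pH 7.2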
ERp5 inh – inhibitors of human ERp5; inhibition, % at 9.99 µM; 350,000 compounds, 0.05% hits; AID 651711; Q15084; ERp5 insulin aggregation, absorbance 650 nm, 90 min;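 active = mean replicate inhibition above about 25%, with every replicate also reaching it, limit read from the data, passing the limit was not always enough; inconclusive = only one of those two criteria met; inactive = neither criterion met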
Target sequence (Q15084 whole entry, looked up): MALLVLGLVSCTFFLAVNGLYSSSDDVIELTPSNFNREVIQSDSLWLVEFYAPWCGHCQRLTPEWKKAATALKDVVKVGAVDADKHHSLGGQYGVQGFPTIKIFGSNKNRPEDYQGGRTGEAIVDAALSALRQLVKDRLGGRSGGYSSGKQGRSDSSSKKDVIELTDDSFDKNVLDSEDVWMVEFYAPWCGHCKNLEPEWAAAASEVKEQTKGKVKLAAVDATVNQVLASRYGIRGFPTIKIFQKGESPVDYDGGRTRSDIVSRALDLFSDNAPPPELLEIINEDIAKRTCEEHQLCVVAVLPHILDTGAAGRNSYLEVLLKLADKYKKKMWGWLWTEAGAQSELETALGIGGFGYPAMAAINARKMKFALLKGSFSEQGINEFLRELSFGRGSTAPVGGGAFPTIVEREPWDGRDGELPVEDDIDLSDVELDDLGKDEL
Numbers without * were called inactive; u = inconclusive; x = not tested or not shown; & = joins results of further samples. An excerpt; rates above refer to the full screens.

SMILES	E-selectin induc	SIRT5 inh	PglD DTNB	C2C12 statin	DENV2 CPE rescue	S100A4 MyoIIA	ERp5 inh
COc1cccc(-c2cnc3c(c2)C(=O)N([C@@H](C)CO)C[C@@H](C)[C@H](CN(C)CC2CCOCC2)O3)c1	-0.1	-3	3	-17	-21	-4	-4
COc1cccc(NC(=O)N(C)C[C@@H]2Oc3cc(-c4cccc(C(=O)N(C)C)c4)ccc3S(=O)(=O)N([C@H](C)CO)C[C@@H]2C)c1	-0.1	7	-2	24	-13	53	-10
Brc1cccc(CN2CCCCCC2)c1	x	3	-4	-12	2	-4	2
O=C(Nc1ccc(F)cc1)C(c1ccncc1)N1CCN(c2cccc(C(F)(F)F)n2)CC1 (centres undefined)	0.0	-8	x	x	15	1	-8
O=C(CN1C(=O)c2cccnc2Oc2ccc(Cl)cc21)N1CCOCC1	x	-2	x	x	-4	-5	3
COc1cccc(N2CCN(C(=O)c3oc4ccccc4c3NC(=O)CCc3cc(OC)no3)CC2)c1	x	2	4	-2	1	0	-1
CCN(c1ccccc1)S(=O)(=O)c1ccc2c(c1)CC(C)N2C(=O)C1CC1 (centres undefined)	x	0	-2	-43	1	18	3
N#CCSc1nc2ccccc2c(=O)n1CCCC(=O)NCc1ccco1	1.0	1	2	2	x	3	3
Cn1ncc(Br)c1N1C(=O)CCC1=O	0.1	x	0	x	0	2	4
O=C(CSc1nnc(CNC(=O)c2c(F)cccc2F)o1)NCc1ccc2c(c1)OCO2	-0.2	x	x	-6	4	3	1
NC(=O)c1ncn([C@@H]2O[C@H](C(=O)N[C@H](Cc3c[nH]c4ccccc34)C(=O)N3CCN(C(=O)C4CC4)CC3)[C@@H](O)[C@H]2O)n1	0.1	0	x	x	-1	-21	7
O=C(CCc1ccc(S(=O)(=O)N2CCOCC2)cc1)N/N=C/c1ccc(F)cc1F	-0.2	3	2	2	-8	0	3
CCn1c2ccccc2c2cc(Nc3cc(C)nc4ncnn34)ccc21	0.0	x	2	33	14	-4	3
CCN(CC(=O)Nc1ccc2c(c1)OCCO2)C(=O)/C=C/c1ccc([N+](=O)[O-])cc1	x	0	-5	-5	u	-6	4
Cc1ccc(S(=O)(=O)N(C)C[C@@H]2OCCCC[C@H](C)Oc3ccc(NS(C)(=O)=O)cc3C(=O)N([C@@H](C)CO)C[C@@H]2C)cc1	0.0	1	4	x	7	-5	-2
O=C(CC1CC1)N1CC2(C1)[C@@H](c1ccccc1)[C@@H](CO)N2S(=O)(=O)Cc1ccccc1	-0.1	-1	x	x	4	2	-4
COc1ccc(S(=O)(=O)N[C@@H]2CC[C@H](CCn3cc(-c4cccc(F)c4)nn3)O[C@@H]2CO)cc1	-1.1	-4	1	20	-1	7	10
COc1ccc(NC(=O)Nc2ccc3c(c2)C(=O)N([C@H](C)CO)C[C@@H](C)[C@H](CN(C)C(=O)Nc2ccc(F)cc2)O3)cc1	0.1	4	0	-1	-7	3	-1
COC(=O)C[C@H]1CC[C@H]2[C@@H](COc3ccc(NC(=O)c4ccccc4OC)cc3C(=O)N2C)O1	0.0	0	x	x	9	7	5
Cc1cccc(N2C(S)=C(C#N)C(=O)NC2c2ccco2)c1 (centres undefined)	x	-2	-2	-5	x	-6	3
CO/N=C/C(c1ccc(Cl)nc1)S(=O)(=O)c1ccccc1 (centres undefined)	x	21*	x	1	-8	-1	1
CCN(CC)c1ccc(/C=N/NC(=O)c2nnn(-c3nonc3N)c2C(C)C)c(O)c1	x	0	-1	-49	-4	-4	2
Cc1ccc(-c2ccc([C@H]3[C@H](CO)N4C(=O)CN(C(=O)c5cccnc5)C[C@@H]34)cc2)cc1	-0.5	2	x	x	-7	5	3
CCOC(=O)c1ccc(NC(=O)c2ncn3c2C(=O)NC[C@H]3C)cc1	x	-1	2	-5	7	-2	-3
C[C@@H]1CN([C@H](C)CO)C(=O)c2cc(NC(=O)CCC(F)(F)F)ccc2O[C@@H]1CN(C)Cc1ccc(Oc2ccccc2)cc1	0.7	9	-2	x	-2	12	6
CCCN(C)C[C@H]1Oc2cc(-c3ccccc3C)ccc2S(=O)(=O)N([C@H](C)CO)C[C@H]1C	0.5	-1	2	7	-5	-2	-3
Cc1ccc(C(=O)SC2=NCCS2)cc1	x	-2	x	-6	-6	9	-5
C[C@H]1CN([C@@H](C)CO)C(=O)c2cccc(NC(=O)C3CC3)c2O[C@H]1CN(C)S(=O)(=O)c1cccs1	0.7&-1.9	-2	3	-5	u	-4	-1
Cc1cc(Cl)ccc1NC(=O)C1CCN(S(C)(=O)=O)CC1	0.4	2	-4	4	1	-3	-1
O=C(Nc1ccn(CCCNCc2ccc3c(c2)OCO3)c(=O)n1)OCc1ccccc1	1.5	1	5	-3	-1	-6	3

In the list so far, six contain fluorine.
SMILES	E-selectin induc	SIRT5 inh	PglD DTNB	C2C12 statin	DENV2 CPE rescue	S100A4 MyoIIA	ERp5 inh
O=C(Nc1ccc(F)cc1)C(c1ccncc1)N1CCN(c2cccc(C(F)(F)F)n2)CC1 (centres undefined)	0.0	-8	x	x	15	1	-8
O=C(CSc1nnc(CNC(=O)c2c(F)cccc2F)o1)NCc1ccc2c(c1)OCO2	-0.2	x	x	-6	4	3	1
O=C(CCc1ccc(S(=O)(=O)N2CCOCC2)cc1)N/N=C/c1ccc(F)cc1F	-0.2	3	2	2	-8	0	3
COc1ccc(S(=O)(=O)N[C@@H]2CC[C@H](CCn3cc(-c4cccc(F)c4)nn3)O[C@@H]2CO)cc1	-1.1	-4	1	20	-1	7	10
COc1ccc(NC(=O)Nc2ccc3c(c2)C(=O)N([C@H](C)CO)C[C@@H](C)[C@H](CN(C)C(=O)Nc2ccc(F)cc2)O3)cc1	0.1	4	0	-1	-7	3	-1
C[C@@H]1CN([C@H](C)CO)C(=O)c2cc(NC(=O)CCC(F)(F)F)ccc2O[C@@H]1CN(C)Cc1ccc(Oc2ccccc2)cc1	0.7	9	-2	x	-2	12	6

The results go on.
SMILES	E-selectin induc	SIRT5 inh	PglD DTNB	C2C12 statin	DENV2 CPE rescue	S100A4 MyoIIA	ERp5 inh
Cc1cccc(NC(=O)Nc2ccc(S(N)(=O)=O)cc2)c1	x	3	-3	x	-5	-2	1
O=C(c1ccco1)N1CCN(C(=O)C2CC(=O)N(c3ccccc3)C2)CC1 (centres undefined)	0.0	-2	2	-4	-3	0	2
O=C(Nc1nncs1)C12CC3CC(CC(Cl)(C3)C1)C2	0.8	1	5	7	7	-1	-2
COc1cc(OC)c(C(=O)OCC(=O)N(Cc2ccccc2)C(C)(C)C)cc1OC	-0.1	7	x	x	6	0	3
CCOC(=O)CON1C(=O)C(=O)N(OCC(=O)OCC)[C@H]2CCCC[C@H]21	8.6	1	x	x	1	1	5
Cc1ccc(-c2cnc3c(c2)C(=O)N([C@@H](C)CO)C[C@H](C)[C@@H](CN(C)C(=O)c2cccnc2)O3)cc1	0.1	26*	-1	7	-2	11	-1
C=CCn1c(SC(C)C(=O)Nc2ccc(F)c(F)c2F)nnc1C1CC1 (centres undefined)	x	-4	2	14	10	1	-1
Cc1cccc(NC(=S)NCCC(c2ccccc2)c2ccccc2)c1	-0.1	-3	x	x	2	-2	2
COc1cc(-c2nnc(COC(=O)c3ccc([N+](=O)[O-])o3)o2)cc(OC)c1OC	-0.1	x	-3	-3	u	10	7
CCCCCCCC(=O)NNC(=O)c1c(O)c2ccccc2[nH]c1=O	2.5	-2	4	-19	11	2	2
CCCCN(C(=O)CSc1nn(-c2ccc(F)cc2)c(=S)s1)c1c(N)n(CCCC)c(=O)[nH]c1=O	-1.2	1	x	-20	2	-3	2
COc1ccc(NC(=O)Nc2ccc3c(c2)C(=O)N([C@H](C)CO)C[C@H](C)[C@H](CN(C)C(=O)Nc2ccc4c(c2)OCO4)OCCCC[C@@H](C)O3)cc1	0.2	x	5	x	40*	11	-1
C=CCn1c(COc2cccc(C)c2)nnc1SCn1nnc2ccccc2c1=O	x	-2	3	-6	x	-20	-1
COc1ccc(C(CC(=O)N2CCCCC2)NC(=O)C(F)(F)F)cc1 (centres undefined)	1.5	-5	1	11	u	-8	1
O=C(CN(CC1CCCO1)C(=O)CNS(=O)(=O)c1ccc(Cl)cc1)NCc1ccc(F)cc1 (centres undefined)	x	0	-4	4	-3	-2	-1

Rewritten with values under each structure: 3 of the compounds above
Below each compound: E-selectin induc | SIRT5 inh | PglD DTNB | C2C12 statin | DENV2 CPE rescue | S100A4 MyoIIA | ERp5 inh
Cc1ccc(-c2cnc3c(c2)C(=O)N([C@@H](C)CO)C[C@H](C)[C@@H](CN(C)C(=O)c2cccnc2)O3)cc1
→ 0.1 | 26* | -1 | 7 | -2 | 11 | -1
C=CCn1c(SC(C)C(=O)Nc2ccc(F)c(F)c2F)nnc1C1CC1 (centres undefined)
→ x | -4 | 2 | 14 | 10 | 1 | -1
Cc1cccc(NC(=S)NCCC(c2ccccc2)c2ccccc2)c1
→ -0.1 | -3 | x | x | 2 | -2 | 2

(more compounds)
SMILES	E-selectin induc	SIRT5 inh	PglD DTNB	C2C12 statin	DENV2 CPE rescue	S100A4 MyoIIA	ERp5 inh
CCCCC(=O)N(Cc1ccc2c(c1)OCO2)Cc1nc2ccccc2c(=O)[nH]1	x	-1	x	x	1	2	2
COC(=O)C[C@@H]1CC[C@@H](NS(=O)(=O)c2ccccc2OC)[C@@H](CO)O1	-0.1	-5	x	x	-1	-1	-4
COc1ccc(C)cc1S(=O)(=O)Nc1ccc2c(c1)N(C(C)=O)CCC2	-0.2	0	-3	8	-8	-3	-3
CC1CN(C(=O)c2ccccc2OCc2ccccc2Cl)CC(C)O1 (centres undefined)	1.9	-4	3	-16	0	-2	2
C[C@@H]1CN([C@@H](C)CO)C(=O)CCCn2nncc2CO[C@@H]1CN(C)C(=O)c1ccc(N2CCN(C)CC2)cc1	-0.1&-0.1	-1&-7&0	-1&1&-2	0&10&-2	-9&-4&3	-6&0&-3	-5&8&2
Cc1ccc(OCCNC(=O)C2CCCCC2)cc1	x	19*	x	x	x	u	-1
CCn1c(Cn2nnc(-c3ccccc3)n2)nnc1SCC(=O)Nc1ccc(C(C)=O)cc1	x	-4	2	9	1	3	-4
COc1cccc(NC(=O)c2ccc(-c3ccccc3[N+](=O)[O-])o2)c1	1.4	1	x	x	2	-1	4
NC(=O)CC(NC(=O)Cc1cccc2ccccc12)c1ccc(N2CCC(Cc3ccccc3)CC2)c([N+](=O)[O-])c1 (centres undefined)	-0.7	x	2	15	-18	31	-2
CCN(CC)CCCN=Cc1c(O)n(-c2ccccc2C)c(=O)c2ccccc12	x	5	x	-6	10	-6	5
O=C(CC1CC1)N[C@@H]1CC[C@@H](CCNS(=O)(=O)c2ccc(F)cc2)O[C@H]1CO	0.0	-6	-1	-7	-2	0	5
Nc1ccc(S(=O)(=O)Nc2nccc(/C=C/c3cccc([N+](=O)[O-])c3)n2)cc1	-0.2	x	2	17	-1	14	3
CN(c1ccccc1)S(=O)(=O)c1ccc2c(c1)oc(=O)n2C	-0.9	-1	-6	-4	-5	-8	-1
CCN1C(=O)/C(=C\c2cn(CCC#N)nc2-c2ccc(F)cc2)SC1=S	0.0	-1	x	x	-8	9	-5
COc1ccc(CCNC(=O)c2cccc(NS(=O)(=O)c3ccccc3F)c2)cc1OC	1.1	-2	2	x	-4	1	6
CCOC(=O)CSc1nc2c(c(=O)n(C)c(=O)n2C)n1Cc1ccccc1F	x	x	6	2	18	u	0
COc1ccc(S(=O)(=O)Nc2cccc3c2O[C@@H](CN(C)S(=O)(=O)c2c(C)noc2C)[C@H](C)CN([C@@H](C)CO)C3=O)cc1	-0.4	5	-2	-31	u	127*	-6
C[C@H](CO)N1C[C@H](C)[C@H](CN(C)C(=O)Nc2ccc(C(F)(F)F)cc2)Oc2ccc(NC(=O)c3ccncc3)cc2C1=O	0.1	3	-1	-27	1	-9	0
O=C(CN(C(=O)CCC(=O)Nc1nccs1)c1ccccc1F)NCCc1ccccc1	x	-2	-1	6	10	-4	4
